TDP1 inh: blocks human tyrosyl-DNA phosphodiesterase 1; hit rate 0.28% among 350,000; Q9NUW8; AID 485290; recombinant TDP1, AlphaScreen DNA substrate cleavage; Potency, µM (doses to about 130 µM), inactives show top-dose activity change, negative = inhibition, hits mostly inhibitors; active = well fitted inhibition curve with a large enough effect; also: nearly all actives have a fitted effect of over 40% in size
Target sequence (Q9NUW8 whole entry, looked up): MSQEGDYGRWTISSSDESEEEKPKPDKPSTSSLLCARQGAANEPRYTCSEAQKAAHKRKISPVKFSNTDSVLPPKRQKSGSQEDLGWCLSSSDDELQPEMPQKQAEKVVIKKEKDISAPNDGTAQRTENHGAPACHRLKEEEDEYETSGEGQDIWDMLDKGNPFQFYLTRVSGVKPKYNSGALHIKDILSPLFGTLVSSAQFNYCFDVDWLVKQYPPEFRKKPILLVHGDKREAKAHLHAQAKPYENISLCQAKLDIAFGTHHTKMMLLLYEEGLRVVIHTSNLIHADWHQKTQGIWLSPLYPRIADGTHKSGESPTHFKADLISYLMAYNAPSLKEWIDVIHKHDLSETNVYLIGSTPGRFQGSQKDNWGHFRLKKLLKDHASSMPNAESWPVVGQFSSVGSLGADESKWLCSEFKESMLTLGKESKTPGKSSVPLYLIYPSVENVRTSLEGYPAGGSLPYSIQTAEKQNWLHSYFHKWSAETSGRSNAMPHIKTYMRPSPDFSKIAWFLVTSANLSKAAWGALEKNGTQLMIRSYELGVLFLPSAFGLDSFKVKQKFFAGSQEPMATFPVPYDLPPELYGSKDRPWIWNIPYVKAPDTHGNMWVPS
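Tdp1 1 nM final; 15 min RT w/ cpd; substrate 15 nM, 5 min; beads 10 ug/ml, 10 min; AlphaScreen read. Neg ctrl: no enzyme.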
Starred values were filed as active, the others as inactive; & = joins results of further samples; [ ] = dose if it differs, or a comment. % is scaled to controls: 0 for no effect and ±100 for the full control effect; potency is read from the fitted curve at half-maximal effect.

TDP1 inh	canonical_smiles
6%	C[C@]12CCC(=O)C=C1[C@@H]1C[C@H]1[C@H]1[C@@H]3[C@@H]4C[C@H]4[C@@]4(CCC(=O)O4)[C@@]3(C)CC[C@@H]12
1%[21 µM]	CC(=O)OC[C@@H]1O[C@@H](O/N=C2/C[C@@H](O)[C@@H](O)[C@@H]3[C@@H]4C(=O)N(c5cccc(Oc6ccccc6)c5)C(=O)[C@H]4CC[C@@H]23)[C@H](OC(C)=O)[C@H](OC(C)=O)[C@@H]1OC(C)=O
7%	O=C1COCCN1
2.8µM*	CC(/C=C/C=C(C)/C=C/C(=O)O)=C\C=C\C=C(C)\C=C\C=C(C)\C=C\C(=O)O
11%	CN(Cc1ccccc1)C(=O)[C@H](Cc1ccc2ccccc2c1)NC(=O)[C@@H]1CCCN1C(=O)Nc1ccccc1[N+](=O)[O-]
6%	CCC1=C2CC[C@H]3C(=O)N(CC)C(=O)[C@H]3[C@H]2[C@@]2(C)C(=NCCc3c[nH]c4ccccc34)OC(=O)N2C1=O
0%	CCCOC(=O)c1cc(NC(=O)/C=C/c2ccccc2)ccc1O
16%	CCCCN(CC)c1nc(C)nc2c1c(C)c(C)n2-c1c(C)cc(C)cc1C
8%	O=C1Nc2ccccc2/C1=N\N=C\C1=C(N2CCOCC2)C(=C\c2ccccc2)/CC1
-1%	NC1=CC(=O)c2cccc3cccc1c23
1%	COc1cc(/C=C2\C(=N)N3N=C(S(=O)(=O)CC(C)C)SC3=NC2=O)ccc1OC(=O)c1ccco1
2%[21 µM]	CC(=O)OC[C@H]1O[C@@H](ON=C(C)C)[C@H](OC(C)=O)[C@@H](OC(C)=O)[C@H]1OC(C)=O
8%	CCCOc1ccc(C(=O)CCC(=O)OCC(=O)Nc2ccc(Oc3ccccc3)cc2)cc1
6%	COc1ccc(S(=O)(=O)C(C#N)c2nc3ccccc3nc2N2CCC(C)CC2)cc1 (centres undefined)
14%[21 µM]	C[C@@H]1O[C@H](O[C@@H]2[C@@H](Oc3cc(O)c4c(c3)O[C@H](c3ccc(O)cc3)CC4=O)O[C@@H](CO)[C@@H](O)[C@H]2O)[C@@H](O)[C@H](O)[C@@H]1O
0%	C[n+]1cc(C(O)(c2ccccc2)c2ccccc2)n2ccccc21
10%	COc1ccc2c(c1)O[C@H](c1ccc3c(c1)OCO3)[C@@H](OC(=O)Nc1ccc(OC(F)F)cc1)C2=O
0%	CCOC(=O)c1ccc(NC(=O)Nc2cc(C)cc(C)n2)cc1
7%[21 µM]	CSCC[C@@H]1NC(=O)C/C=C\[C@@H](C)COC(=O)[C@@H](CCSC)NC(=O)C/C=C\[C@@H](C)COC1=O
4%	CCOc1ccc(-c2nc(-c3ccccc3C)no2)cc1
1%	CC1=CCC(/C=N\Nc2nnc3c(n2)[nH]c2ccccc23)CC1 (centres undefined)
6%	CCc1ccc(NCc2cc3cc4c(cc3n(CC(=O)Nc3ccccc3Cl)c2=O)OCO4)cc1
3%	O=C(CCCn1c(=O)c2ccccc2n(Cc2cccc(F)c2)c1=O)NC1CCN(Cc2ccccc2)CC1
4%	COC(=O)NC(C(=O)OC)(C(=O)OC)c1ccccc1
-4%&0%	O=C(NNC(=O)c1cc2ccccc2[nH]1)OCc1ccccc1

Ordered by the number under TDP1 inh (highest first): 3 from the list above
compound,TDP1 inh
CCCCN(CC)c1nc(C)nc2c1c(C)c(C)n2-c1c(C)cc(C)cc1C,16%
COc1cc(/C=C2\C(=N)N3N=C(S(=O)(=O)CC(C)C)SC3=NC2=O)ccc1OC(=O)c1ccco1,1%
CCCOC(=O)c1cc(NC(=O)/C=C/c2ccccc2)ccc1O,0%

More structures follow.
TDP1 inh	canonical_smiles
8%	C#CCOCCOCCOCCNc1nc(N2CCN(C(=O)[C@H](Cc3cc4ccccc4[nH]3)n3cc([C@@H](N)C(C)CC)nn3)CC2)nc(N2CCN(C(=O)[C@H](Cc3cc4ccccc4[nH]3)n3cc([C@@H](N)CC(C)C)nn3)CC2)n1 (some centres undefined)
-2%	CC(NC(=O)COC(=O)c1ccco1)C12CC3CC(CC(C3)C1)C2 (centres undefined)
7%	Cc1nc(NC(=O)c2ccccc2)sc1-c1csc(Nc2cccc(Cl)c2)n1
8%[21 µM]	CC(C)=CCC/C(C)=C/CO/N=C1/C[C@@H](O)[C@@H](O)[C@@H]2[C@@H]3C(=O)N(Cc4ccccc4)C(=O)[C@H]3CC[C@H]12
11%	Cc1nc(NCc2ccccc2)c2nc(-c3ccccc3)n(CC(C)(C)CN(C)C)c2n1
6%	CCOC(=O)C1CCCN(C(=O)CCS(=O)(=O)c2cc3c(cc2Cl)NC(=O)CO3)C1 (centres undefined)
22%	O=C(O)c1ccc2c(c1)C(=O)N([C@@H](Cc1ccc(O)cc1)C(=O)O)C2=O
1%[21 µM]	Cc1c(O)ccc2c1OCO2
7%	COc1ccc(-c2nnc3n2N=C(c2c(OC)cccc2OC)CS3)cc1
5%	Cc1ncc(CO)c(/C=N/NC(=O)c2ccc(Br)cc2)c1O
0%	CCc1ccc(C(=O)N/N=C/c2ccc(Cl)cc2Cl)nc1
-4%	CC1(C)SC2[C@@H](N=CN3CCCCCC3)C(=O)N2[C@H]1C(=O)O (some centres undefined)
8%	O=C(CNc1ccc2c(c1)OCO2)N/N=C\c1cn(Cc2ccc(F)cc2)c2ccccc12
4%	O=C(CSc1ncnc2ccccc12)Nc1ccc(N2CCOCC2)cc1
1%	O=C1c2ccccc2C(=O)N1c1noc2ccccc12
3%	NC(=O)C1CCN(c2nc(-c3ccc4occc(=O)c4c3)cs2)CC1
0%&0%	O=S(=O)(c1c(F)cccc1F)C1CCN(S(=O)(=O)c2ccc3c(c2)OCCO3)CC1
14%	O=C(O)c1ccccc1Cl
1%	O=[S+]1([O-])N=C(Oc2cccnc2)c2ccccc21
4%	C[C@@H](O)C#C[Si](C)(C)c1ccccc1
7%	Cc1cc(O)c(C)c2sc(N)nc12
0%	O=C1N=C2N(CCN3CCCCC3)c3ccccc3N2/C1=C\c1ccc([N+](=O)[O-])o1
-1%	CCOC(=O)C(C)Sc1nc(-c2ccc(OC)cc2)nc2c1c(=O)n(C)c(=O)n2C (centres undefined)
-1%&7%	Cc1ccsc1CNc1ncnc2ccc(-c3c(C)noc3C)cc12
10%	C1CCC2OC2C1 (centres undefined)

Continuation:
TDP1 inh	canonical_smiles
-3%	O=C1c2c(O)cc(O)cc2O[C@H](c2ccc(O)c(O)c2)[C@@H]1O
-2%	COc1ccc(CCNC(=O)CN(c2ccccc2)S(=O)(=O)N(C)C)cc1
3%	CN1C(=O)/C(=C/C=C2\SCCN2C)SC1=S
5%	Cc1ccc(OCCn2cnc3sc(C(N)=O)c(C)c3c2=O)cc1
4%	O=C[C@@H]1CCCN1C(=O)[C@@H]1CCCN1C(=O)OCc1ccccc1
8%[21 µM]	CCc1cc2c(nc1CC)CCN(CC/C(C)=N/OC[C@@H](O)[C@@H]1O[C@@H]3OC(C)(C)O[C@@H]3[C@H]1O)C2
7%[21 µM]	CC(C)=CCC/C(C)=C/CO/N=C1/C[C@@H](O)[C@@H](O)[C@@H]2[C@@H]3C(=O)N([C@@H](C)c4ccccc4)C(=O)[C@H]3CC[C@@H]12
6%	Nc1cccc2c1nnn2C1OC(CO)C(O)C(O)C1O (centres undefined)
5%[21 µM]	CCOC(=O)N/N=C1/C[C@@H](O)[C@@H](O)[C@@H]2[C@H]3C(=O)N(c4ccc(F)cc4F)C(=O)[C@@H]3CC[C@H]12
4%	C[C@H]1CCCC(=O)CCC/C=C/c2c(O)cc(O)cc2C(=O)O1
-1%	CCN(CC)c1ccc(/C=C2/C(=O)N(c3ccc([N+](=O)[O-])cc3)N=C2N2CCOCC2)cc1
3%	CC(OC(=O)c1ccc(Cl)c(S(=O)(=O)N2CCCC2)c1)C(=O)NC1CCCCC1C (centres undefined)
5%	Cc1c(-c2ccc(O)cc2)nc2nc(-c3ccccc3)c(-c3ccccc3)nn12
7%	COC(=O)C1=C[C@@H](C(=O)OC)C2C3=C(C(=O)[C@@]2(C)NC(=O)c2ccccc2)[C@H](C)n2c(=O)n(C)c(=O)n2[C@@H]3C1 (some centres undefined)
6%	COC(=O)C1=C(C)OC(N)=C(C#N)C1c1cc2cccc(C)c2nc1Cl (centres undefined)
2%	O=C(O)CS/C(=C\c1ccc(F)cc1)c1nc2ccccc2s1
2%	O=C1c2ccccc2C(=O)N1c1cccc(=O)[nH]1
8%&8%	CC(=O)OC1CC2CCC1(C)C2(C)C (centres undefined)
1%	O=C(Cc1ccc(Br)cc1)Nc1ccc(S(=O)(=O)N2CCCC2)cc1
4%[21 µM]	COC(=O)[C@@H](NC(=O)N1CCc2nc(COc3ccccc3)c3c(c2C1)CO[C@@H](C)C3)C(C)C
1%	CC(=O)Nc1sc2c(c1-c1nc3ccccc3s1)CN(C(C)C)CC2
3%[21 µM]	C/C=C/OC(=O)NC(c1ccccc1)[C@@]1(C(=O)OCC)CCCC1=O (some centres undefined)
-2%	Cc1cc(NC(=O)CCN2C(=O)/C(=C/c3ccccc3F)SC2=S)no1
14%	CCCC[C@H]1C2=C3[C@@H](CC(C(=O)OC)=C[C@@H](C(=O)OC)[C@H]3C(C)(C)C2=O)n2c(=O)n(C)c(=O)n21
-1%	Cc1cc2c(s1)c1cnn(Cc3ccccc3)c(=O)c1n2C

Rewritten with tabs: entries from further up
canonical_smiles	TDP1 inh
Nc1cccc2c1nnn2C1OC(CO)C(O)C(O)C1O (centres undefined)	6%
CCOC(=O)N/N=C1/C[C@@H](O)[C@@H](O)[C@@H]2[C@H]3C(=O)N(c4ccc(F)cc4F)C(=O)[C@@H]3CC[C@H]12	5%[21 µM]
C[C@H]1CCCC(=O)CCC/C=C/c2c(O)cc(O)cc2C(=O)O1	4%
CCN(CC)c1ccc(/C=C2/C(=O)N(c3ccc([N+](=O)[O-])cc3)N=C2N2CCOCC2)cc1	-1%
CC(OC(=O)c1ccc(Cl)c(S(=O)(=O)N2CCCC2)c1)C(=O)NC1CCCCC1C (centres undefined)	3%
Cc1c(-c2ccc(O)cc2)nc2nc(-c3ccccc3)c(-c3ccccc3)nn12	5%
COC(=O)C1=C[C@@H](C(=O)OC)C2C3=C(C(=O)[C@@]2(C)NC(=O)c2ccccc2)[C@H](C)n2c(=O)n(C)c(=O)n2[C@@H]3C1 (some centres undefined)	7%

Following part
TDP1 inh	canonical_smiles
28%	COc1c(O)c2c(=O)cc(OC)c3c4c(OC)cc(=O)c5c(O)c(OC)c6c(c(c1C[C@@](C)(O)[C@H]6C(C)=O)c23)c54
0%	COc1cccc(Cn2ncc3c4sc(SC)cc4n(C)c3c2=O)c1
-3%	CC1=CC(=O)c2c(O)ccc(O)c2C1=O
-2%[21 µM]	C[C@@H]1/C=C\CC(=O)OC[C@H]2O[C@@H](C=C[C@@H]2O)[C@H](C)/C=C\CC(=O)OC1
0%	O=C1OC(c2ccccc2)(c2ccccc2)N2CCN(C(=O)NCc3ccc(F)cc3)CC12 (centres undefined)
10%	Cc1noc(C)c1C(=O)OCC(=O)Nc1cc(S(=O)(=O)N2CCOCC2)ccc1Cl
9%[21 µM]	CC1(C)O[C@@H]2C[C@H]3[C@H]4C[C@H](F)C5=CC(=O)C=C[C@@]5(C)[C@@H]4[C@H](O)C[C@]3(C)[C@]2(C(=O)CO)O1
-2%	CCn1c(COc2ccc(OC)cc2)nnc1SCc1nc2ccccc2c(=O)[nH]1
10%&5%	CCOC(=O)CN1C(=O)N[C@@H](c2ccc(Br)cc2)C(C(C)=O)=C1C
3%	Cc1cc(C)nc(NC(=NCCc2c[nH]c3ccc(Cl)cc23)NC(=O)c2ccccc2C)n1
4%	CC(C)C(NC(=O)C1CCCCC1)C(=O)NC1CCN(Cc2ccccc2)CC1 (centres undefined)
4%	COc1ccc(C2CC(=O)N(CC(=O)Nc3cccc(C)c3C)c3ccccc3S2)cc1OC (centres undefined)
3%	NC1=NC(c2ccccc2)N=C(Nc2ccccc2)N1 (centres undefined)
9%	Cc1ccc(CN2CCN(CC(=O)N3CCc4ccccc4C3)C2=O)cc1
7%[12.3 µM]	Cc1ccc(S(=O)(=O)N2CCc3nc(COc4ccccc4)c4c(c3C2)CO[C@@H](C)C4)cc1
9%	c1ccc(-c2nc(-c3cccc4ccccc34)c(Nc3ccc4ccccc4c3)o2)cc1
9%	O=P1(O)Oc2c(-c3ccccc3)cc3ccccc3c2-c2c(c(-c3ccccc3)cc3ccccc23)O1
3%	COc1ccc(CCn2c(-c3ccccc3)nc3c(c(=O)c4ccccc4n3C)c2=O)cc1
1%	Cc1ccc(C(=O)NC2CCN(C#N)CC2)cc1
5%	O=C1CCC(C(=O)O)(c2ccccc2)C1 (centres undefined)
8%	CC12CCC3c4ccc(O)cc4CCC3C1CCC2O (centres undefined)
-4%	COCC(C)n1c(C)cc(C(=O)COC(=O)C2=NN(c3ccccc3)C(=O)CC2)c1C (centres undefined)
5%	COC(=O)c1c(NC(=O)c2nc3ncccn3n2)sc(C(=O)N(C)C)c1C
4%	CCCCCNCCCCC
-6%	O=C(c1ccc(Br)o1)N1CCc2ccccc21

The list goes on:
TDP1 inh	canonical_smiles
-3%	CCCNC(=O)CCSc1nc(-c2ccc3c(c2)OCO3)cc(C(F)(F)F)n1
0%	Clc1cccc(-c2nn3c(-c4cccc(Cl)c4)nnc3s2)c1
6%	COC(=O)CCCCCN1C(=O)NC(CC2CC2)C(C(=O)OCc2ccccc2)=C1C (centres undefined)
1%	COc1ccc(C2c3c(N)nc(CCCc4ccccc4)nc3Oc3ccc4ccccc4c32)cc1OC (centres undefined)
8%&0%	COc1cc(CCN2C(=O)N[C@@H](c3cccc(C(F)(F)F)c3)C(C(C)=O)=C2C)cc(OC)c1OC
8%	OC1OC[C@H](O)[C@@H](O)[C@@H]1O (some centres undefined)

Assay outcomes as filed in PubChem.

Some of the compounds tested. The share of hits here may be higher or lower than overall.
